INS-1E GSIS act – GLuc luminescence reporter in INS-1E cells, primary screen for activators of glucose-dependent secretion of insulin; INS-1E GLuc reporter insulin secretion, 2-3 h; activation, % at 16.6 µM; hit rate 0.61% among 370,000; AID 743287, 2014;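 active = lowest replicate activation of at least 40%, so every replicate reaches that level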;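 note: 0% = median of neutral control wells and 100% = median of IBMX positive control wells; some compounds called inactive have numbers as strong as hits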
F508del corr – F508del CFTR correction, initial screen, CFBE line, single point; activity (quench increase), % at 7.58 µM; AID 720511, 2013; CFBE cells, YFP halide quenching; stimulated with forskolin plus potentiator P3; % fluorescence drop versus neutral controls; hit rate 0.36% among 350,000;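 active = mean added fluorescence quench of at least 8% versus neutral control, with both replicates also reaching 8%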;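 note: cells transiently co-express mutant CFTR-F508del with the halide-sensitive YFP; corrector assay measuring rescue of mutant channel to the surface after 24 h compound exposure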
Cneo AK release – Cryptococcus neoformans cell lysis inducers, primary screen, AK release luminescence, single concentration; C. neoformans lysis, adenylate kinase release luminescence, 4 h; normalised: neutral wells 0, clomiphene wells 100; lysis activity, % at 15 µM; AID 651654, 2012; hit rate 0.2% among 360,000;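 active = mean lysis activity across replicates of at least 80%, whatever share of replicates individually reach that level; inactive = mean lysis activity below 80%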
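Assay system: Cryptococcus neoformans yeast cells / Dosing: single-point compound dose / Timing: 4 h at 37 °C static, read 1 h later / Measured by: luminescence of released adenylate kinase using an AK detection reagent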
PGC1a acetyl inh – inhibitors of PGC1a acetylation signal, primary screen, cell-based, U2OS, AlphaScreen, inhibitor mode; AlphaScreen anti-acetyl-lysine; with virally co-expressed GCN5 acetyltransferase; inhibition, % at 15.6 µM; hit rate 0.17% among 350,000; AID 651687, 2012;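 active = every replicate shows inhibition of at least 40%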;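 note: 0% = neutral control wells and 100% = positive control wells; some results beyond the cut were filed as inactive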
miR122 inh – miR-122 Renilla sensor signal increase in Huh7, primary screen, miR-122 inhibitor project, cell-based, single point, plate reader; activation (reporter increase), % at 12.5 µM; hit rate 0.3% among 340,000; Huh7 miR-122 Renilla luciferase sensor, 48 h; neutral wells = 0, positive control = 100;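 active = mean replicate activation score at least 90 and every replicate individually at or above 90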;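 note: higher luciferase means less miR-122 activity so hits act as miR-122 inhibitors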
PglD inh – C. jejuni PglD acetyltransferase inhibitors, primary screen, biochemical, DTNB colorimetric, single point; UDP-N-acetylbacillosamine N-acetyltransferase PglD (Campylobacter jejuni); inhibition, % at 12.5 µM; purified PglD enzyme, DTNB colorimetric CoA detection; hit rate 0.098% among 360,000; in the data active = inhibition above about 16%, passing the limit was not always enough; note: strong numbers were not always called active
FN deposit inh – inhibitors of fibronectin matrix deposition, primary screen, AH1F cells, Alexa488-fibronectin fluorescence, plate reader | AH1F fibroblasts, overnight | AID 743247, 2014 | inhibition, % at 12.6 µM | hit rate 0.086% among 350,000;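 active = mean inhibition across replicates of 30% or more, regardless of how many single replicates reach that level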;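 note: positive control wells lacked labelled fibronectin entirely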
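Material: AH1F fibroblast monolayer depositing Alexa488-labelled fibronectin into matrix | Input: 10000 AH1F cells/well | Medium: DMEM plus 2% serum, read in PBS | Reagent: Alexa488-fibronectin, 24 nM final in well | Compound dosing: One dose per compound, pinned | Schedule: 1 h adhesion, overnight exposure | Measured by: Fluorescence at 485 nm excitation, 525 nm emission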
C2C12 statin – suppressors of statin myotoxicity in C2C12 myotubes, primary screen, cell-based, single point, plate reader. C2C12 myotubes + simvastatin, ATP luminescence, 48 h; scaled: DMSO 0, geranylgeraniol control 100. rescue of ATP level, % at 7.49 µM. hit rate 0.78% among 330,000;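 active = mean ATP rescue above about 67%, or every replicate alone reaching that limit, limit read from the data, passing the limit was not always enough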;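 note: myotubes were challenged with 10 µM simvastatin during compound exposure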
* marks the source's active call; other numbers are inactive results; [ ] = remark or other dose.

Results for O=C(COC(=O)c1ncc(Cl)c(Cl)c1Cl)Nc1ccccc1OC(F)F ?
INS-1E GSIS act: -4.4; F508del corr: 1.8; Cneo AK release: 0.5; PGC1a acetyl inh: -7.0; miR122 inh: -14.6; PglD inh: -3.1; C2C12 statin: -4.5

What do the screens show for `O=C(Nc1ccccc1N1CCOCC1)c1ccc(Br)o1`?
INS-1E GSIS act: 42.4; Cneo AK release: 3.5; miR122 inh: -9.0; PglD inh: -0.3; C2C12 statin: -3.9

What do the screens show for `CCOc1ccc(N(CC(=O)NCCSCc2ccco2)S(=O)(=O)c2ccc(C)cc2)cc1`?
INS-1E GSIS act: -10.9; F508del corr: -2.4; Cneo AK release: 0.7; miR122 inh: -0.5; PglD inh: -1.3; FN deposit inh: 3.7; C2C12 statin: 8.8

Results for C/C(CC(=O)Nc1ccc([N+](=O)[O-])cc1)=N/NC(=O)C1CC12CCC2 (stereo not given) ?
F508del corr: -0.6; Cneo AK release: 3.0; PGC1a acetyl inh: 3.2; miR122 inh: -4.4; PglD inh: -1.2; FN deposit inh: -8.8; C2C12 statin: 0.7

Results for O=C(COc1ccc(/C=N/NC(=O)c2ccccc2)cc1)Nc1ccc([N+](=O)[O-])cc1 ?
Cneo AK release: 2.8; PGC1a acetyl inh: 5.4; miR122 inh: -10.9; PglD inh: 0.8; C2C12 statin: 5.6

Results for C[C@H](O)C#Cc1ccc2c(c1)O[C@H](CN(C)C(=O)C1CC1)[C@@H](C)CN([C@@H](C)CO)S2(=O)=O ?
INS-1E GSIS act: 2.8; F508del corr: 5.4; Cneo AK release: 2.3; PGC1a acetyl inh: 0.5; miR122 inh: -2.9[16.7 µM]; PglD inh: 0.3; FN deposit inh: -2.8; C2C12 statin: -1.2

How did O=C(C[C@H]1C[C@H]2c3cc(NC(=O)CC4CC4)ccc3O[C@H]2[C@@H](CO)O1)NCc1ccc(-c2ccccc2)cc1 do in these assays?
INS-1E GSIS act: -1.6; F508del corr: -0.1; Cneo AK release: -1.6; PGC1a acetyl inh: 4.1; miR122 inh: 1.9[16.7 µM]; PglD inh: 2.8; FN deposit inh: -7.0; C2C12 statin: 1.4

How did CCOC(=O)C1(Cc2cccc(F)c2)CCN(Cc2cn(CC)nc2C)CC1 do in these assays?
INS-1E GSIS act: -6.4; F508del corr: -0.7; PGC1a acetyl inh: 6.6; FN deposit inh: 0.4

How did CCS(=O)(=O)N1CCC(C(=O)NCc2ccccc2OC)CC1 do in these assays?
Cneo AK release: 0.1; miR122 inh: -5.5; PglD inh: 1.3; C2C12 statin: 3.9

How did C#CC(=O)N(c1ccc(OC)cc1OC)C(C(=O)NC1CCCC1)c1cccs1 (stereo not given) do in these assays?
INS-1E GSIS act: 30.1; F508del corr: -1.4; PGC1a acetyl inh: 94.5*; miR122 inh: -31.5; FN deposit inh: 29.4; C2C12 statin: -366.4

The last 4 entries of the part above open the next one.
How did O=C(C[C@H]1C[C@H]2c3cc(NC(=O)CC4CC4)ccc3O[C@H]2[C@@H](CO)O1)NCc1ccc(-c2ccccc2)cc1 do in these assays?
INS-1E GSIS act: -1.6; F508del corr: -0.1; Cneo AK release: -1.6; PGC1a acetyl inh: 4.1; miR122 inh: 1.9[16.7 µM]; PglD inh: 2.8; FN deposit inh: -7.0; C2C12 statin: 1.4

How did CCOC(=O)C1(Cc2cccc(F)c2)CCN(Cc2cn(CC)nc2C)CC1 do in these assays?
INS-1E GSIS act: -6.4; F508del corr: -0.7; PGC1a acetyl inh: 6.6; FN deposit inh: 0.4

How did CCS(=O)(=O)N1CCC(C(=O)NCc2ccccc2OC)CC1 do in these assays?
Cneo AK release: 0.1; miR122 inh: -5.5; PglD inh: 1.3; C2C12 statin: 3.9

How did C#CC(=O)N(c1ccc(OC)cc1OC)C(C(=O)NC1CCCC1)c1cccs1 (stereo not given) do in these assays?
INS-1E GSIS act: 30.1; F508del corr: -1.4; PGC1a acetyl inh: 94.5*; miR122 inh: -31.5; FN deposit inh: 29.4; C2C12 statin: -366.4

Results for C[C@@H]1CN([C@H](C)CO)C(=O)c2cc(NC(=O)Cn3cnnn3)ccc2O[C@@H]1CN(C)C(=O)Nc1ccc(C(F)(F)F)cc1 ?
INS-1E GSIS act: 20.8; F508del corr: 1.1; Cneo AK release: -0.3; PGC1a acetyl inh: 8.5; miR122 inh: 2.2[16.7 µM]; PglD inh: 2.6; C2C12 statin: -28.7

What do the screens show for `Cc1cc(C)cc(C(=O)N2CCN(c3ccccn3)CC2)c1`?
INS-1E GSIS act: -1.7; F508del corr: 2.8; Cneo AK release: 0.5; miR122 inh: -4.5; PglD inh: 7.1; C2C12 statin: 9.4

What do the screens show for `CCOc1cc(CNCCSc2nnnn2C)cc(Br)c1OCc1ccccc1F`?
INS-1E GSIS act: -30.4; Cneo AK release: 2.4; PGC1a acetyl inh: -8.6; miR122 inh: -4.5; PglD inh: 2.7; C2C12 statin: -25.1

What do the screens show for `O=C(c1ccc(-n2c(SCc3cccc(F)c3)nc3ccccc3c2=O)cc1)N1CCOCC1`?
INS-1E GSIS act: -0.4; Cneo AK release: 3.6; miR122 inh: -5.0; PglD inh: 2.4; FN deposit inh: 0.4; C2C12 statin: 7.3

How did COc1ccc(-c2csc(C(NC(C)=O)c3ccccc3)n2)cn1 (stereo not given) do in these assays?
INS-1E GSIS act: 3.7; F508del corr: 0.4; Cneo AK release: -0.7; PGC1a acetyl inh: -9.2; miR122 inh: -0.9; PglD inh: -0.6; FN deposit inh: -5.6; C2C12 statin: 16.0

Results for CCC(=O)N(Cc1ccco1)c1nc(-c2ccccc2)cs1 ?
Cneo AK release: -3.2; PGC1a acetyl inh: 4.1; miR122 inh: -6.9; PglD inh: 7.3; FN deposit inh: 7.4; C2C12 statin: -1.7

What do the screens show for `O=C(NCCN1CCCCC1)[C@H]1[C@H](CO)[C@H]2Cn3c(cccc3=O)[C@@H]1N2C(=O)C1CCCCC1`?
INS-1E GSIS act: 8.9; F508del corr: -0.2; Cneo AK release: -2.6; miR122 inh: 0.9[16.7 µM]; PglD inh: 0.2; C2C12 statin: 5.4

What do the screens show for `C/C=C/c1ccc(Oc2nnnn2-c2ccc(C(N)=O)cc2)c(OC)c1`?
Cneo AK release: -3.8; PGC1a acetyl inh: 8.2; miR122 inh: -0.9; PglD inh: 2.6; C2C12 statin: 5.5

Results for Cc1ccc(C)n1-c1ccc(C(=O)NCC2CCCO2)cc1 (stereo not given) ?
Cneo AK release: -7.3; PGC1a acetyl inh: 11.5; miR122 inh: -2.8; PglD inh: -2.6; FN deposit inh: 7.6; C2C12 statin: -0.7

Results for C[C@@H]1CCCCO[C@H](CN(C)Cc2ccc3c(c2)OCO3)[C@H](C)CN([C@H](C)CO)C(=O)c2cc(NC(=O)Nc3ccc(C(F)(F)F)cc3)ccc2O1 ?
INS-1E GSIS act: -23.4; F508del corr: 2.8; Cneo AK release: 0.5; PGC1a acetyl inh: 8.9; miR122 inh: -26.0[16.7 µM]; PglD inh: 0.9; FN deposit inh: -7.4

How did COC(=O)c1ccc(C(=O)OC)c(NC(=O)CN(C)Cc2cccc(Cl)c2Cl)c1 do in these assays?
INS-1E GSIS act: -7.4; F508del corr: -2.5; Cneo AK release: -7.3; PGC1a acetyl inh: 1.7; miR122 inh: -11.6; PglD inh: -8.5; FN deposit inh: 4.7

What do the screens show for `COc1ccc(NC(=O)/C=C/c2ccc(OC(F)F)cc2)cn1`?
INS-1E GSIS act: 17.6; F508del corr: -0.1; Cneo AK release: 0.8; PGC1a acetyl inh: -45.1; miR122 inh: -19.8; PglD inh: 8.0; FN deposit inh: -2.8; C2C12 statin: 60.7

Results for CCCNC(=O)N1[C@H](CO)[C@@H](c2ccccc2-c2ccc(C)cc2)[C@@H]1C#N ?
INS-1E GSIS act: -24.0; F508del corr: 1.7; PGC1a acetyl inh: 0.2; FN deposit inh: -9.2

Results for C[C@H]1CN([C@@H](C)CO)C(=O)c2cc(NC(=O)Nc3ccc(C(F)(F)F)cc3)ccc2O[C@H]1CN(C)CC1CCCCC1 ?
F508del corr: -3.8; Cneo AK release: 6.6; PGC1a acetyl inh: -2.4; miR122 inh: -30.4[16.7 µM]; PglD inh: 2.1; C2C12 statin: -56.6

Results for COc1ccc(CCNC(=O)C2CCN(Cc3nc(-c4cccc(Cl)c4)oc3C)CC2)cc1OC ?
Cneo AK release: -3.2; PGC1a acetyl inh: 5.5; miR122 inh: -32.6; PglD inh: -0.7; C2C12 statin: 10.9

What do the screens show for `COc1ccccc1CN1CCc2c([nH]c3ccccc23)C1`?
INS-1E GSIS act: -0.2; F508del corr: 3.3; Cneo AK release: -0.7; PGC1a acetyl inh: -15.2; miR122 inh: 0.9; PglD inh: -0.1; FN deposit inh: -10.8; C2C12 statin: -25.5

Results for CCCCN1C(=O)C(=O)N(CC(=O)Nc2ccc(OC(F)(F)F)cc2)C1=O ?
INS-1E GSIS act: 0.6; F508del corr: -2.8; Cneo AK release: 0.2; PGC1a acetyl inh: 3.7; miR122 inh: -8.5; PglD inh: -1.6; FN deposit inh: -1.2; C2C12 statin: 5.8

How did Fc1cccc(Cc2c(-c3cccc(Br)c3)nc3c(Cl)cc(C(F)(F)F)cn23)c1 do in these assays?
INS-1E GSIS act: 8.3; F508del corr: 3.7; Cneo AK release: 2.9; PGC1a acetyl inh: -2.2; miR122 inh: 8.2; PglD inh: 0.4; FN deposit inh: 2.5; C2C12 statin: 13.5

Results for Cc1ccc(C2=NS(=O)(=O)N(C)C(C(=O)N3CCCCC3)=C2)cc1 ?
INS-1E GSIS act: -6.3; F508del corr: -2.0; Cneo AK release: 3.3; PGC1a acetyl inh: 4.2; miR122 inh: 3.6; PglD inh: 5.3; FN deposit inh: -5.4; C2C12 statin: -4.2

How did CCCNC(=O)c1ccccc1NC(=O)C1=CSCCO1 do in these assays?
INS-1E GSIS act: 23.0; F508del corr: -1.1; Cneo AK release: -1.7; PGC1a acetyl inh: -0.4; miR122 inh: 15.8; PglD inh: -0.4; FN deposit inh: 1.8; C2C12 statin: 0.4

How did COC(=O)C[C@@H]1CC[C@H]2[C@H](COc3ccc(NC(=O)C4CC4)cc3C(=O)N2C)O1 do in these assays?
INS-1E GSIS act: 0.8; F508del corr: 1.3; Cneo AK release: 0.8; PGC1a acetyl inh: 2.1; miR122 inh: 1.9[16.7 µM]; PglD inh: -0.7; FN deposit inh: -18.8; C2C12 statin: -6.6

Results for Cc1ccc(C(=O)CSc2nc3ccccc3c(=O)n2-c2ccccc2)s1 ?
Cneo AK release: 4.6; PGC1a acetyl inh: -7.7; miR122 inh: 1.4; PglD inh: 9.0; FN deposit inh: 0.9; C2C12 statin: 21.5

Results for COc1ccccc1NC(=O)N1CCCCN2[C@H](C1)[C@H](c1ccc(-c3cccc(C#N)c3)cc1)[C@@H]2CO ?
INS-1E GSIS act: -7.0; F508del corr: -4.6; Cneo AK release: -2.6; PGC1a acetyl inh: 6.4; miR122 inh: -15.0[16.7 µM]; PglD inh: 3.5; FN deposit inh: 11.4; C2C12 statin: -2.0

Screening data (PubChem)
